RmlCD inh 1536 = M. tuberculosis RmlC/RmlD inhibition. RmlC+RmlD coupled enzyme assay, percent inhibition; primary screen in compound mixtures. inhibition, % at 3.6 µM. actives 0.03% (n = 160,000). AID 1533; in the data active means inhibition mostly above about 34%, no sharp cut-off; further: some results filed as inactive read as strong as hits
Target sequence (P9WH09 whole entry, looked up): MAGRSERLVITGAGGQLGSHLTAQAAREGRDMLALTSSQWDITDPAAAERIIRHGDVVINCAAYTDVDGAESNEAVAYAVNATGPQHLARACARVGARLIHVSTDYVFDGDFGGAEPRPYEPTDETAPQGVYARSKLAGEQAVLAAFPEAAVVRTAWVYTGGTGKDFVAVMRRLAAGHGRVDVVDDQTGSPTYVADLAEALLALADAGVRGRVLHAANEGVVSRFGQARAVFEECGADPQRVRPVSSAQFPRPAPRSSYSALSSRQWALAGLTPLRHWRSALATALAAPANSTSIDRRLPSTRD
Target sequence (P9WH11 whole entry, looked up): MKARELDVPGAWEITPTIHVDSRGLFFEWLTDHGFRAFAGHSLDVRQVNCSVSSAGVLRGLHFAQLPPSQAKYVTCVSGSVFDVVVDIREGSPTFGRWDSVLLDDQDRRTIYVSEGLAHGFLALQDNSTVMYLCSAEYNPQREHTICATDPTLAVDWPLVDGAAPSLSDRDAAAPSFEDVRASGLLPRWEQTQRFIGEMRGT
GlmU inhibition = inhibition of mycobacterial GlmU enzyme – biochemical, glucosamine-1-phosphate acetyltransferase (AID 1376). M. tuberculosis GlmU acetyltransferase enzyme assay; higher % means a stronger effect. inhibition, %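 (tested at 30 µM in the primary screen)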; hits with a dose series show IC50 in µM. actives 0.25% (n = 220,000); in the data active means inhibition above about 13%;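 further: 0% = complete reaction with vehicle and 100% = reaction without substrate; strong numbers were not always called active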
* = called active by the depositor; . = no result given. Some of the compounds tested; rates above refer to the full screens.

SMILES	RmlCD inh 1536	GlmU inhibition
OC(CN1C2=NCCCN2c2ccccc21)c1ccc2c(c1)OCO2 (stereo unspecified)	2	-3.1%
CCOC(=O)c1[nH]c(C)c(C(=O)OCC(=O)NC(=O)NC(C)(C)C)c1C	10	-1.8%
CCOc1ccc(NC(=O)c2c(N)n(C)c(=O)[nH]c2=O)cc1	.	0.9%
Cc1cc(C)nc(SCc2nc3ncccn3c2Br)n1	2	-1.1%
CCCCOc1ccc(CN=C(N)N)cc1Cl	-16	-10%
O=C(NNC(=O)[C@@H]1CCCC[C@@H]1C(=O)O)Nc1ccccc1	-13	0.6%
CSc1nc(Sc2cccc(Cl)c2)c2ccccc2n1	1	-0.4%
Cc1c(C(=O)Oc2cccc3cccnc23)oc2ccccc12	.	-7.1%
Cc1cc(NC(=O)CCCn2cc([N+](=O)[O-])cn2)n(Cc2ccc(F)cc2)n1	0	-1.5%
Cc1ccc(Cl)c(NC(=O)CN2CCNC(=O)C2)c1Cl	47	-5.4%
CCOC(=O)N1CCN(CC(O)COc2ccc(C)cc2C(C)(C)C)CC1 (stereo unspecified)	-5	0.3%
CC(C)COc1ccc(C(=O)N/C(=C\c2cccc([N+](=O)[O-])c2)C(=O)OC(C)C)cc1	-2	3.3%
CCC(=O)NC(/C=C/c1ccccc1)c1cc([N+](=O)[O-])c2cccnc2c1O (stereo unspecified)	2	0.8%
CC(C)c1ccc(NC(=O)CCCN2C(=S)NC(C)(C)CC2C)cc1 (stereo unspecified)	8	-2.7%
CC(NC(=S)Nc1ccc(Cl)cc1Cl)C(c1cccs1)N1CCCC1 (stereo unspecified)	.	-6.3%
Cc1nn(C)c(Sc2ccccn2)c1[N+](=O)[O-]	-6	0.6%
CCOc1ccc(NC(=O)CSc2nnc(-c3ccccc3Cl)n2Cc2ccco2)cc1	-6	-0.1%
Cc1c(NC(=O)CCc2ccccc2)cccc1[N+](=O)[O-]	4	-5.8%
Cc1ccc(NS(=O)(=O)c2ccc(NC(=O)c3ccc(Br)o3)cc2)c(C)c1	.	12%
COc1ccc(Cn2c(=O)[nH]c3cc(C(=O)N4CCN(Cc5ccccc5)CC4)ccc3c2=O)cc1	-7	1.6%
Cc1ccc2c(c1)nnn2C1CCN(C(=O)Nc2ccccc2C)CC1	-4	-3.9%
CCC(C)c1ccc(OCCN2CCCC2)cc1 (stereo unspecified)	4	-1.4%
O=C(NNC(=S)Nc1ccccc1)c1cccc(S(=O)(=O)N2CCOCC2)c1	13	-0.1%
COCCN1C(=O)C(=O)/C(=C(/O)c2cccc(OC)c2)C1c1ccncc1 (stereo unspecified)	.	3.9%
CCCN(CCC)[C@@H]1CCc2cccc(O)c2C1	.	0.5%

Further entries follow.
SMILES	RmlCD inh 1536	GlmU inhibition
CCn1c(SCC(=O)Nc2cc(C)on2)nnc1-c1cccs1	-1	-2.4%
Cc1ccc(Nc2nc(N3CCOCC3)c3ccccc3n2)cc1	.	3.2%
Cc1ccccc1N1C(=O)NC(=O)/C(=C\c2cnn(-c3ccccc3)c2)C1=O	9	0.5%
Cc1ccn2c(NC3CCCC3)c(-c3ccccn3)nc2c1	-11	-2.0%
CCCCc1c(C)c(C#N)c2nc3ccccc3n2c1Nc1c(C)n(C)n(-c2ccccc2)c1=O	-3	-2.1%
COc1ccc(-c2cc(C(F)(F)F)nc(S(=O)(=O)CCCC(=O)Nc3cc(C)on3)n2)cc1OC	-5	-0.5%
CCCOc1ccccc1C1SCC(=O)Nc2c1c(=O)[nH]n2C(C)CCC (stereo unspecified)	.	-1.9%
CC1CCCCN1c1ccc(N)cc1C(N)=O (stereo unspecified)	-5	2.3%
COc1ccc(NC(=O)CN2c3cccc4cccc(c34)S2(=O)=O)c(OC)c1	-6	3.2%
NC(=O)COC(=O)c1ccc(S(=O)(=O)NCc2ccco2)cc1	0	-5.9%
CC1CC(C)CN(c2ccc(C(=O)NCc3ccc4c(c3)OCO4)cc2[N+](=O)[O-])C1 (stereo unspecified)	2	-5.1%
C=CCOc1ccc(/C(O)=C2/C(=O)C(=O)N(CCCN3CCOCC3)C2c2ccc(OC)cc2)cc1 (stereo unspecified)	-6	1.9%
Cc1c(N2C(=O)/C(=C3\C(=O)N(CC(=O)O)c4ccccc43)SC2=S)c(=O)n(-c2ccccc2)n1C	-9	0.9%
O=C(COC(=O)c1cccc(S(=O)(=O)N2CCc3ccccc32)c1)NCc1ccco1	-7	-3.8%
Cc1ccc(S(=O)(=O)NCC(=O)OCC(=O)c2c(N)n(C)c(=O)n(C)c2=O)cc1	-19	-2.5%
CNc1c([N+](=O)[O-])ncn1C	5	-3.2%
CCOC(=O)C1=NNC2(c3ccc(C)cc3)C(=O)N(c3ccccc3)C(=O)C12 (stereo unspecified)	2	5.6%
O=C(Cn1nnc(-c2ccc(Cl)cc2)n1)NCC1CCCCC1	.	3.0%
C/C(=N/OC(=O)N(C)C)c1ncc(C(F)(F)F)cc1N1CCOCC1	-8	1.8%
CCOc1ccccc1N(CC(=O)N/N=C/c1cc(Br)ccc1OC)S(C)(=O)=O	.	-2.7%
COC1CCN(C(=O)c2ccc(OC3CCN(CCc4ccccc4)CC3)cc2)CC1	8	7.6%
COc1cccc(CN(Cc2ccco2)C(c2ccc(F)cc2)c2nnnn2C(C)(C)C)c1 (stereo unspecified)	-1	0.1%
O=c1c2ccccc2nc2n1C(CSCc1cccc(C(F)(F)F)c1)CS2 (stereo unspecified)	7	0.4%
CC(C)CCN(C(=S)Nc1cccc(F)c1)C(C)c1cccs1 (stereo unspecified)	30	5.4%
CCOC(=O)C(NCCCO)c1ccccc1 (stereo unspecified)	6	-5.0%

Structures listed so far that contain an NH in an aromatic ring:
SMILES	RmlCD inh 1536	GlmU inhibition
CCOC(=O)c1[nH]c(C)c(C(=O)OCC(=O)NC(=O)NC(C)(C)C)c1C	10	-1.8%
CCOc1ccc(NC(=O)c2c(N)n(C)c(=O)[nH]c2=O)cc1	.	0.9%
COc1ccc(Cn2c(=O)[nH]c3cc(C(=O)N4CCN(Cc5ccccc5)CC4)ccc3c2=O)cc1	-7	1.6%
CCCOc1ccccc1C1SCC(=O)Nc2c1c(=O)[nH]n2C(C)CCC (stereo unspecified)	.	-1.9%

(more compounds)
SMILES	RmlCD inh 1536	GlmU inhibition
Cc1cccc(OCC(=O)N/N=C/c2cn[nH]c2-c2ccc(Cl)c(Cl)c2)c1	-7	.
O=C(NNC(=O)NC1CCCCC1)NC1CCCCC1	-10	1.2%
Cc1ccc(N(CC(N)=O)C2SC(=O)NC2=O)cc1 (stereo unspecified)	.	3.2%
COCCOC(=O)c1c(NC(=O)CN2CCc3ccccc32)sc(C(N)=O)c1C	10	.
CCCOc1cccc(C(=O)Nc2nnn(CCC)n2)c1	12	-3.1%
COc1ccc(OC)c(C2SCCN2S(C)(=O)=O)c1 (stereo unspecified)	-4	1.6%
COc1cc(C2=Nc3c(c(C)nn3-c3ccccc3)P(=O)(N3CCOCC3)O2)cc(OC)c1OC (stereo unspecified)	1	-4.5%
COc1cccc(NC(=O)Nc2ccc(Br)cn2)c1	13	-6.6%
COc1ccc(CC(=O)Nc2ccc3c(c2)OCO3)cc1S(=O)(=O)N1CCOCC1	.	6.0%
Cc1cc(NC(=O)CSc2nc(-c3cccs3)cc(C(F)(F)F)n2)no1	.	-5.4%
C/C(=N\Nc1ccc(F)cc1F)c1ccccc1O	-13	-4.2%
N#CCCN1CCN(Cc2cc(-c3ccccc3)ccc2O)CC1	-1	1.1%
O=C(CS(=O)(=O)c1ccccc1)N1CCCCCC1	6	1.9%
Cc1ccccc1OCC(=O)O/N=C(\N)Cc1cccs1	-4	-4.9%
COc1cccc2c1OC[C@@H](CO)[C@H]2N(C)C(=O)Nc1ccccc1	-5	-1.1%
Cc1ccc(-c2cc(C(=O)N/N=C/c3c(C)nn(-c4ccccc4)c3C)n[nH]2)s1	11	3.6%
CCc1ccc(C(C(=O)NCCOC)N(C(=O)Cn2nnc3ccccc32)c2cccnc2)cc1 (stereo unspecified)	.	-2.3%
CN(Cc1ccccc1)c1nc(-c2cccc([N+](=O)[O-])c2)nc2ccccc12	-9	0.3%
CC1CCN(C(=O)Cn2cc(SCC(=O)NCC3CCCO3)c3ccccc32)CC1 (stereo unspecified)	-3	-6.8%
CCCCNC(=O)c1onc(CSc2cccc(OC)c2)c1C(=O)NCCCC	.	0.6%
CCCCn1c(N)c(N(CC)C(=O)c2cc(Br)ccc2Cl)c(=O)[nH]c1=O	-11	-3.5%
O=[N+]([O-])c1ccccc1/C=N/N1CCN(c2ccncc2S(=O)(=O)N2CCCCC2)CC1	-7	-3.3%
COc1ccc(C(=O)Cn2nnc(-c3ccccc3NC(=O)c3ccco3)n2)cc1	10	0.2%
CC(=O)NS(=O)(=O)c1ccc(NC(=O)c2cc(-c3ccc(C)c(C)c3)nc3ccccc23)cc1	8	3.8%
CCOC(=O)C1C(=O)C=C(c2cccs2)CC1c1ccccc1C (stereo unspecified)	-125	-1.3%

More structures follow:
SMILES	RmlCD inh 1536	GlmU inhibition
CCOC(=O)c1c(NC(=O)C2COc3ccccc3O2)sc(C)c1C (stereo unspecified)	.	2.5%
N#CC1=C(N)C(C#N)(C#N)C(c2cccnc2)C2CC(c3ccccc3)CC=C12 (stereo unspecified)	-8	-2.2%
CC(C)NC(=O)C(=O)NNC(=O)CCc1ccccc1	5	0.9%
CN1CCN(C(=O)c2c(O)c3cccc4c3n(c2=O)CCC4)CC1	-6	0.5%
Cc1cccc2cc(C#N)c(NCCNC(=O)COc3ccccc3)nc12	-3	5.9%
O=C(Nc1cccs1)OCCN1CCN(Cc2ccccc2)CCC1=O	.	-0.6%
OC1(CNCc2ccccc2)C2CC3CC(C2)CC1C3 (stereo unspecified)	-3	-3.0%
c1csc(-c2noc(CN3CCN4CCCC4C3)n2)c1 (stereo unspecified)	8	2.1%
COC(=O)c1ccc(NC(=O)Cc2ccc(F)cc2)cc1	2	1.6%
CC(NCCOCCOc1ccccc1)c1ccccc1 (stereo unspecified)	8	2.3%
NC(=O)COC(=O)CC(NC(N)=O)c1ccc(Cl)cc1 (stereo unspecified)	8	0.1%
O=C(Oc1ccc(Cl)cc1)c1ccc(COC(=O)c2cnccn2)cc1	5	7.1%
CCn1c(CC(=O)Nc2ccc(C)c(Cl)c2)nnc1SCCOc1ccc(OC)cc1	12	4.3%
COc1ccccc1CNC(=O)CSc1nnc2ccc(-c3cccnc3)nn12	3	-0.2%
COc1cccc2c(N/N=C/c3ccco3)cc(C)nc12	-12	1.7%
Fc1ccc(NC(=S)Nc2ccccc2OC(F)F)cc1Cl	79	-2.5%
CC1(C)CC(=O)C(C2C3=C(CC(C)(C)CC3=O)OC3=C2C(=O)CC(C)(C)C3)=C(O)C1	-10	-5.0%
O=C(CNC(=O)OCc1ccccc1)Nc1ccc(Br)cc1C(=O)c1ccccc1Cl	8	-4.2%
COc1ccc(/C=N/NC(=O)c2ccccc2[N+](=O)[O-])cc1CN1CCc2cc(OC)c(OC)cc2C1C (stereo unspecified)	2	-3.7%
Cc1ccnc(NC(c2ccccn2)c2c(C)[nH]c3ccccc23)c1 (stereo unspecified)	.	-1.4%
C=CCSc1nc2sc(C)c(C)c2c(=O)n1N	5	1.2%
O=C(OCc1nnc(-c2ccccc2)o1)c1ccc(CO)cc1	.	-2.7%
CCOC(=O)c1cccc(Nc2nc(C)cc(C)n2)c1	0	-3.4%
Cc1nc2sc(-c3ccccc3)cc2c(=O)n1/N=C/N(C)C	-20	-0.4%
COc1ccc(S(=O)(=O)N2CCOC2CNC(=O)C(=O)NCCc2ccc(OC)c(OC)c2)cc1C (stereo unspecified)	4	3.5%

The list continues.
SMILES	RmlCD inh 1536	GlmU inhibition
CCCCNC(=S)N1CCN(c2ccccc2Cl)CC1	0	6.1%
CC(=O)N/C(=C\c1ccccc1)C(=O)Nc1ccccc1C	19	-2.3%
CC(C)Sc1oc(-c2ccco2)nc1S(=O)(=O)c1ccc(F)cc1	-12	-4.5%
COc1ccc(NC(=O)CCCn2c(=S)[nH]c3ccccc3c2=O)cc1	-8	3.9%
CCCCSc1nnc([C@H](CC(C)C)NC(=O)OC(C)(C)C)o1	.	-2.7%
CCN1CCN(c2c(/C=C3\SC(=S)N(Cc4ccco4)C3=O)c(C)c(C#N)c(=O)n2C)CC1	.	-1.8%
O=C(/C=N/NC(=O)c1ccccc1Br)c1ccccc1	.	-6.3%
O=C(COC(=O)c1ccccc1Sc1ccc(C(F)(F)F)cc1[N+](=O)[O-])NC(=O)NC1CCCC1	-12	0.8%
CCS(=O)(=O)N1Cc2ccccc2CC1C(=O)Nc1nc(C)cs1 (stereo unspecified)	12	-3.4%
CCCOc1ccc(C(=O)NNC(=S)NC(=O)CC)cc1	.	5.9%

Of the compounds above, these contain a thiophene ring, fused or not:
SMILES	RmlCD inh 1536	GlmU inhibition
CC(NC(=S)Nc1ccc(Cl)cc1Cl)C(c1cccs1)N1CCCC1 (stereo unspecified)	.	-6.3%
CCn1c(SCC(=O)Nc2cc(C)on2)nnc1-c1cccs1	-1	-2.4%
CC(C)CCN(C(=S)Nc1cccc(F)c1)C(C)c1cccs1 (stereo unspecified)	30	5.4%
COCCOC(=O)c1c(NC(=O)CN2CCc3ccccc32)sc(C(N)=O)c1C	10	.
Cc1cc(NC(=O)CSc2nc(-c3cccs3)cc(C(F)(F)F)n2)no1	.	-5.4%
Cc1ccccc1OCC(=O)O/N=C(\N)Cc1cccs1	-4	-4.9%
Cc1ccc(-c2cc(C(=O)N/N=C/c3c(C)nn(-c4ccccc4)c3C)n[nH]2)s1	11	3.6%
CCOC(=O)C1C(=O)C=C(c2cccs2)CC1c1ccccc1C (stereo unspecified)	-125	-1.3%
CCOC(=O)c1c(NC(=O)C2COc3ccccc3O2)sc(C)c1C (stereo unspecified)	.	2.5%
O=C(Nc1cccs1)OCCN1CCN(Cc2ccccc2)CCC1=O	.	-0.6%
c1csc(-c2noc(CN3CCN4CCCC4C3)n2)c1 (stereo unspecified)	8	2.1%
C=CCSc1nc2sc(C)c(C)c2c(=O)n1N	5	1.2%
Cc1nc2sc(-c3ccccc3)cc2c(=O)n1/N=C/N(C)C	-20	-0.4%

Source: PubChem BioAssay
